Screening results as filed in PubChem BioAssay.
WRN helicase inh = WRN helicase (human) inhibition | Q14191 | WRN helicase unwinding, fluorescent forked duplex, kinetic | Potency, µM (highest dose often 114 µM), without a hit: at the top dose activity change, negative = inhibition, most hits filed as inhibitors | hit rate 0.46% among 360,000; also: potency is read from the fitted curve at half-maximal effect; % is scaled to controls: 0 for no effect and ±100 for the full control effect; nearly all actives have a fitted effect of over 55% in size
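Kinetic red-fluorescence monitoring (525/598 nm) tracks WRN helicase activity after 100 nM fluorophore-quencher forked duplex and 2 mM ATP are added to 20 nM enzyme pretreated 15 min at room temperature with compound.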
GLP1R ag = agonists of human GLP-1 receptor. P43220. HEK293 GLP-1R CRE-luciferase, luminescence, 4-6 h; cells express a hypersensitive GLP-1R form. Potency, µM (series often up to 45.6 µM), without a hit: top-dose activation, hits mostly activators. hit rate 0.007% among 380,000; also: potency is read from the fitted curve at half-maximal effect; % of control where 0% means no effect
Target sequence (P43220 whole entry, looked up): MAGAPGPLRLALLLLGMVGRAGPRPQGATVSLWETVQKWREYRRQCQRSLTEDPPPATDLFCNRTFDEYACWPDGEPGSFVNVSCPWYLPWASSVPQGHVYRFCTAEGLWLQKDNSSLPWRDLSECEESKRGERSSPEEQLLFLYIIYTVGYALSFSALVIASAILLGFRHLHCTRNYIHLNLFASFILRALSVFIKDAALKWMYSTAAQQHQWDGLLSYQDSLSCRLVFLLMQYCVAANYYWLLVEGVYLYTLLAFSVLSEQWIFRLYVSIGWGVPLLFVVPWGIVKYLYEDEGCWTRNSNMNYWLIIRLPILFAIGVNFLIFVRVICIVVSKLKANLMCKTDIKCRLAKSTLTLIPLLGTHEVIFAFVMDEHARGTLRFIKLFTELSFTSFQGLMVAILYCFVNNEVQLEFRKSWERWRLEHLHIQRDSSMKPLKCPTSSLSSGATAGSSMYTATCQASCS
PLK1 PBD block = PLK1 (human) polo-box domain binding inhibition | P53350 | Plk1 PBD binding of FITC phosphopeptide, fluorescence polarization | hit rate 2.8% among 360,000 | Potency, µM, without a hit: max response, negative = inhibition, usual class: inhibitors | AID 720504; also: potency is read from the fitted curve at half-maximal effect; series mostly up to about 57 µM; % is scaled to controls: 0 for no effect and ±100 for the full control effect; nearly all actives have a fitted effect of over 65% in size
GLP-1R inv ag = GLP-1 receptor (human) inverse agonism | HEK293 GLP-1R CRE-luciferase, luminescence, 24 h; GLP-1R form is constitutively active | hit rate 1.6% among 410,000 | AID 624417 | Potency, µM (highest dose often 38.3 µM), without a hit: at the top dose activity change, negative = inhibition, usual class: inhibitors | P43220; also: potency is read from the fitted curve at half-maximal effect; % is scaled to controls: 0 for no effect and ±100 for the full control effect; nearly all actives have a fitted effect of over 55% in size
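Inverse agonists were sought by their lowering of basal cAMP reporter luciferase output in HEK293 cells stably carrying constitutively active human GLP-1R, after 24 h compound treatment.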
HEK293 tox = cytotoxic in the GLP-1 receptor inverse agonist counter-screen | HEK293 cAMP-luciferase reporter cells, luminescence, 24 h | hit rate 0.13% among 410,000 | AID 624418 | Potency, µM (doses to about 38.3 µM), for inactives: at the highest dose activity change, negative = inhibition, actives largely listed as inhibitors;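 also: loss of luciferase light is scored as toxicity; potency is read from the fitted curve at half-maximal effect; % is scaled to controls: 0 for no effect and ±100 for the full control effect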
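Here, cytotoxicity is scored as loss of luminescence. The MLSMR collection was tested on cells seeded in medium containing 10% Nu serum, with a 24 hr compound exposure preceded by 12 hours of culture.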
D3 antag = antagonists of human D3 dopamine receptor | D3R cells, DiscoveRx beta-arrestin luminescence, antagonist mode; hits give low values | max response, negative = inhibition, % | P35462 | hit rate 2.5% among 360,000 | AID 652054; in the data active = max response below about -50%; inconclusive = no clear call, values can overlap the other calls; also: % is scaled to controls: 0 for no effect and ±100 for the full control effect; mostly tested at two doses, the higher about 12 µM
Target sequence (P35462 whole entry, looked up): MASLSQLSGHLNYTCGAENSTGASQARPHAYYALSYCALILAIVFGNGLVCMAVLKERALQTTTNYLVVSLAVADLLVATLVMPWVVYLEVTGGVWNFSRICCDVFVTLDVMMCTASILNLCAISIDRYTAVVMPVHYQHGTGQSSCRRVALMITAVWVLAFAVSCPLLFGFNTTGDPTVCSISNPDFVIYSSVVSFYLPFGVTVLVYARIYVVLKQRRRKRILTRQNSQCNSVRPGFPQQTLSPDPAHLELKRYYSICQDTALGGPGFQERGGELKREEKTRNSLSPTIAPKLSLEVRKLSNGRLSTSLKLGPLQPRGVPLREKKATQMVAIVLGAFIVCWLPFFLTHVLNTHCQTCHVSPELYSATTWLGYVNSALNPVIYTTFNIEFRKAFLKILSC
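Cells plated overnight at 1500 cells/well, then exposed to library compounds with dopamine controls for 90 minutes at 37 degrees C. DiscoveRx reagent added for 30–60 minutes at room temperature; luminescence read, quantitative HTS format.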
PI5P4K alpha inh = inhibitors of human PI5P4K alpha; PI5P4Kalpha enzyme, ADP-Glo luminescence, 60 min; hits give low values; max response, %; hit rate 1.2% among 330,000; AID 652105; active = max response of -50% or lower; inconclusive = between -30% and -50%; inactive = -30% or higher; also: value at the top dose of about 77 µM; % is scaled to controls: 0 for no effect and ±100 for the full control effect
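Single end-point luminescence (ADP-Glo) quantified ADP from PI5P4Kalpha turnover; ATP 5 microM final, 1 h at RT, 0.1% CHAPS and 0.28 mM EGTA in HEPES pH 7.4.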
DRD3 agonist = activates the human D3 dopamine receptor | P35462 | D3R DiscoveRx beta-arrestin cells, luminescence, 90 min | max activation, % | hit rate 0.58% among 410,000; in the data active = max activation above about 30%; also: 0% is about no effect; mostly tested at two doses, the higher about 12 µM
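Agonist mode: compounds and dopamine controls were applied to plated cells for 90 min at 37 degrees C after an overnight attachment at 1500 cells/well. Luminescent read-out followed 30 - 60 minutes at room temperature with DiscoveRx detection reagent.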
IL2 activator = activates IL-2 in a cell-based reporter assay | hit rate 0.065% among 360,000 | IL-2 activation reporter assay, cell-based qHTS; stimulated with anti-CD3/CD4/CD28 beads; in transgenic mouse T cells | AID 652025 | activation, % (series mostly up to about 46 µM); in the data active = activation above about 50%; inconclusive = mostly about 30% to 49%; also: 0% is about no effect
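Unstimulated transgenic mouse T cells preincubated 60 min with compound, then stimulated with anti-CD3/anti-CD4-coated beads plus anti-CD28 for 18 h at 37 degrees C. IL-2 response read as EGFP and DsRed fluorescence by plate cytometry.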
* = called active by the depositor; u = inconclusive; x = not tested or not shown; [ ] = remark or other dose. Unless noted, calls follow the shape of the dose curve; as a rule, active = well fitted curve in the direction sought with a large enough effect; inconclusive = small, poorly fitted or top-dose-only effect, or another doubt; inactive = no such curve, though single readings can be large; an effect the other way counts as inactive or inconclusive.

[1] O=C(OCC(=O)N1CCOCC1)c1ccccc1SCC(=O)N1CCCC1
[2] CN(C)c1nc(C#N)nc(N2CCOCC2)n1
[3] CCN1C(=O)CCC(C(=O)O)C1c1ccc(OC)cc1 (configuration not stated)
[4] N#Cc1c(-c2ccco2)cc(C2CC2)nc1SCC(=O)c1ccccc1
[5] C[C@@H](C(=O)NCC1CC1)[C@H]1C[C@]1(C)[C@H](NC(=O)OCc1ccccc1)c1ccccc1
[6] CCOn1c(=O)c(-c2ccc(OC)cc2)[n+]([O-])c2ccccc21

assay / entry,1,2,3,4,5,6
WRN helicase inh,-21%,-3%,-1%,-2%,9%,-3%
GLP1R ag,-2%,1%,-1%,2%,13%,1%
PLK1 PBD block,-29%,-5%,-3%,-6%,-6%,u
GLP-1R inv ag,0%,38%[activator],6%,3%,1%,8%
HEK293 tox,5%,-10%,12%,8%,-8%,-16%
D3 antag,16,u,2,7,36,-13
PI5P4K alpha inh,5,2,2,x,0,-2
DRD3 agonist,0,-7,10,3,-3,-7
IL2 activator,-2.2,0.4,4.8,0.2,0.7,-0.8

[7] O=C(NCC1CCN(c2ccc(S(=O)(=O)N3CCOCC3)cc2)CC1)Nc1ccccc1
[8] O=C(NCc1nc2ccccc2[nH]1)C1=C[C@@H](c2ccc(C(F)(F)F)cc2)C[C@@H](OCCCCO)O1
[9] CCc1nnc(N/N=C/c2c(C)[nH]c3ccccc23)n1N
[10] O=S(=O)(CCOc1ccccc1)c1nc2ccccc2[nH]1
[11] COC(=O)NCC(c1ccco1)N1CCN(c2ccc(OC)cc2)CC1 (configuration not stated)
[12] NC(=S)NN=C1CCSCC1

assay / entry,7,8,9,10,11,12
WRN helicase inh,14%,-17%,-6%[11.6 µM],-10%,1%,14%
GLP1R ag,4%,4%,-5%,-13%,7%,7%
PLK1 PBD block,-15%,-16%,-9%,-10%,-1%,-14%
GLP-1R inv ag,-1%,10%,18%,-7%,3%,u
HEK293 tox,3%,0%,1%,-30%,6%,-26%
D3 antag,9,4,-3,-2,3,u
PI5P4K alpha inh,8,2,8,3,3,1
DRD3 agonist,5,-3,1,-7,3,-16
IL2 activator,-0.2,0.0,1.6,0.8,-0.9,0.5

[13] COc1ccc2nc(-c3ccccc3)nc(C3CCCCC3)c2c1
[14] O=C(c1ccccc1-n1cccn1)N1CCc2c([nH]c3ccccc23)C1c1ccccn1 (configuration not stated)
[15] COc1ccccc1Nc1ccncc1[N+](=O)[O-]
[16] COc1cc(CO)ccc1OCC(=O)Nc1ccc(Br)cc1
[17] CC(=O)OCC1OC(n2c(-c3ccc(Cl)cc3)ccc(C#N)c2=S)C(OC(C)=O)C(OC(C)=O)C1OC(C)=O (configuration not stated)
[18] CCc1nc2c(OCC(=O)c3ccc(Cl)cc3Cl)cccn2c1N(C)C(=O)c1cccs1

assay / entry,13,14,15,16,17,18
WRN helicase inh,-2%,-7%,7%,0%,4%,-9%
GLP1R ag,-2%,12%,3%,14%,-5%,-6%
PLK1 PBD block,-3%,-4%,-20%,-11%,-18%,7%
GLP-1R inv ag,11%,-33%,14%,7%,39%[activator],u
HEK293 tox,4%,-5%,-9%,12%,-2%,-13%
D3 antag,39,-1,3,-4,6,-2
PI5P4K alpha inh,25,-1,0,0,-16,-2
DRD3 agonist,14,0,-1,-2,10,-1
IL2 activator,-0.3,-0.8,-2.5,0.8,-2.7,-0.7

[19] Cc1ccc(S(=O)(=O)NCC(c2ccco2)N2CCc3ccccc32)cc1 (configuration not stated)
[20] CCOC(=O)CSc1ccc(C(=O)NCCCN2CCOCC2)cc1[N+](=O)[O-]
[21] Cc1c2cnn(CC(=O)NCCCN3CC(C)CC(C)C3)c(=O)c2c(C)n1Cc1ccccc1Cl (configuration not stated)
[22] C/C(=N/NC(=O)CSc1nc2ccccc2s1)c1ccncc1
[23] COc1cc(NC(=S)NC(=O)c2ccc(F)cc2)ccc1NC(=O)c1ccco1
[24] CN(C(=O)c1ccno1)c1nnc(-c2ccccn2)s1

assay / entry,19,20,21,22,23,24
WRN helicase inh,-7%,-5%,7%,-26%,0%,-10%
GLP1R ag,13%,12%,-4%,26%,-13%,2%
PLK1 PBD block,4%,-12%,-21%,-19%,0%,-5%
GLP-1R inv ag,u,4%,u,58%[activator],11%,46%[activator]
HEK293 tox,2%,0%,u,-4%,4%,54%
D3 antag,-1,-14,-26,1,22,-27
PI5P4K alpha inh,-3,1,0,0,-2,-1
DRD3 agonist,1,4,-13,-4,10,0
IL2 activator,0.4,-0.3,-2.6,1.2,-2.6,2.3

[25] C=CCn1c(=O)c(C(=O)Nc2cccnc2)c(O)c2ccccc21
[26] CN(CCOc1ccc(F)cc1)Cc1ccccc1
[27] Cc1c(CC(=O)NCC(=O)O)c(=O)oc2cc3occ(-c4ccccc4)c3cc12
[28] CC(=O)Nc1cccc(-c2nc3ccccc3n2C(C)C(=O)NC(C)(C)C)c1 (configuration not stated)
[29] COc1ccc(-c2nc(SCC(=O)Nc3cccc(S(N)(=O)=O)c3)n[nH]2)cc1
[30] C[C@@H]1CN([C@H](C)CO)C(=O)CCCn2cc(nn2)CO[C@H]1CN(C)S(=O)(=O)c1cccc(C#N)c1

assay / entry,25,26,27,28,29,30
WRN helicase inh,-15%,-4%,-34%,-5%,0%,-3%
GLP1R ag,0%,19%,-1%,x,8%,-4%
PLK1 PBD block,-4%,-8%,-14%,-8%,-8%,6%
GLP-1R inv ag,-28%,0%,5%,8%,15%,2%
HEK293 tox,21%,-4%,3%,0%,-9%,1%
D3 antag,22,-69*,0,10,-6,30
PI5P4K alpha inh,5,-12,-2,5,-2,-4
DRD3 agonist,2,-15,-10,0,-6,4
IL2 activator,0.7,0.5,-2.6,-0.5,-1.9,-4.8

[31] NC(=O)CSc1nnc(-c2ccccn2)n1Cc1ccco1
[32] Cc1ccc(/C=N/NC(=O)CNC(=O)c2cccs2)o1
[33] O=S(=O)(Nc1cccc(-c2nnco2)c1)c1ccc(Cl)cc1
[34] COc1cc(O)c(C(CCN2CCN(c3ccccc3)CC2)c2ccc(N(C)C)cc2)c(OC)c1 (configuration not stated)
[35] CC(=O)/C(N=Nc1ccc(C(=O)O)cc1[N+](=O)[O-])=C(\C)O
[36] CCS(=O)(=O)c1nc(S(=O)(=O)c2ccc(Cl)cc2)c(NCCCN2CCOCC2)s1

assay / entry,31,32,33,34,35,36
WRN helicase inh,9%,10%,6%,1%,4%[11.6 µM],-5%
GLP1R ag,0%,-7%,3%,-6%,6%,6%
PLK1 PBD block,2%,-2%,2%,4%,-12%,-10%
GLP-1R inv ag,2%,-6%,2%,u,11%,13%
HEK293 tox,5%,-13%,0%,3%,-21%,-8%
D3 antag,3,18,-14,0,5,15
PI5P4K alpha inh,-1,-1,2,2,-73*,2
DRD3 agonist,10,-1,0,-67,5,3
IL2 activator,1.3,-0.7,0.3,-0.4,-0.5,-1.8

[37] CCOC(=O)c1sc(N(Cc2ccccc2)C(=O)COC(=O)c2ccc(O)cc2)nc1C
[38] COc1ccc(CN2CCC(C(N)=O)CC2)cc1OCc1ccccc1
[39] COc1cc(-c2cc(=O)c3c(C)cc(O)cc3o2)cc(OC)c1OC
[40] CCCC(C(=O)NCC1CCCO1)N(C(=O)CNS(=O)(=O)c1ccccc1)c1ccc(F)cc1 (configuration not stated)
[41] COc1ccc(Cl)cc1Nc1nc(-c2sc(NC(=O)c3ccco3)nc2C)cs1
[42] COc1nccnc1NS(=O)(=O)c1ccc(N/C=C2\CCCCC2=O)cc1

assay / entry,37,38,39,40,41,42
WRN helicase inh,-19%,-3%,-16%,11%,-5%,-6%
GLP1R ag,25%,10%,5%,8%,-2%,20%
PLK1 PBD block,0%,1%,2%,-3%,-23%,0%
GLP-1R inv ag,29%,-14%,32%[activator],8%,3%,30%
HEK293 tox,u,1%,-18%,5%,-27%,-14%
D3 antag,92,-4,3,7,43,8
PI5P4K alpha inh,20,-2,-10,0,-10,-2
DRD3 agonist,25,-10,7,-27,4,2
IL2 activator,-0.8,1.5,-5.1,-3.2,-2.6,-2.1

5 entries drawn at random from those above, as already listed:
[38] COc1ccc(CN2CCC(C(N)=O)CC2)cc1OCc1ccccc1
[6] CCOn1c(=O)c(-c2ccc(OC)cc2)[n+]([O-])c2ccccc21
[19] Cc1ccc(S(=O)(=O)NCC(c2ccco2)N2CCc3ccccc32)cc1 (configuration not stated)
[29] COc1ccc(-c2nc(SCC(=O)Nc3cccc(S(N)(=O)=O)c3)n[nH]2)cc1
[5] C[C@@H](C(=O)NCC1CC1)[C@H]1C[C@]1(C)[C@H](NC(=O)OCc1ccccc1)c1ccccc1

assay / entry,38,6,19,29,5
WRN helicase inh,-3%,-3%,-7%,0%,9%
GLP1R ag,10%,1%,13%,8%,13%
PLK1 PBD block,1%,u,4%,-8%,-6%
GLP-1R inv ag,-14%,8%,u,15%,1%
HEK293 tox,1%,-16%,2%,-9%,-8%
D3 antag,-4,-13,-1,-6,36
PI5P4K alpha inh,-2,-2,-3,-2,0
DRD3 agonist,-10,-7,1,-6,-3
IL2 activator,1.5,-0.8,0.4,-1.9,0.7

(continued)
[43] CCCCOc1ccc(C(=O)NC)cc1
[44] COC(=O)c1c(-c2ccccc2)noc1-c1ccccc1
[45] COc1ccc(-c2noc(N3CCC(C(=O)Nc4ccccc4F)CC3)n2)cc1
[46] COc1ccc(C2CC(=O)Nc3cc(OC)c(OC)cc32)cc1 (configuration not stated)

assay / entry,43,44,45,46
WRN helicase inh,-1%,-10%,3%,4%
GLP1R ag,-2%,7%,6%,26%
PLK1 PBD block,-10%,2%,-3%,-1%
GLP-1R inv ag,4%,-28%,5%,36%[activator]
HEK293 tox,21%,3%,1%,-9%
D3 antag,-19,4,1,-16
PI5P4K alpha inh,2,9,0,-12
DRD3 agonist,-5,15,1,2
IL2 activator,0.9,-4.0,-2.5,-3.1
